DNA FID counter: displaces DNA intercalator in HCV helicase counter-screen; 0.17% of 290,000 active; DNA fluorescent intercalator displacement, fluorescence; inhibition, % at 7.9 µM; in the data active = inhibition above about 37%;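 note: 0% = vehicle and 100% = reference compound; higher means more ethidium bromide displaced from hairpin DNA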
VIM-2 inhibitor: blocks Pseudomonas aeruginosa VIM-2 metallo-beta-lactamase. purified VIM-2, nitrocefin hydrolysis, epi-absorbance fluorescence. inhibition, % at 5.6 µM. 0.89% of 290,000 active;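 active = inhibition above the mean of all tested compounds plus 3 SD, cutoff set per screening run, cut at about 7.5% in these data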;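 note: red hydrolysis product quenches plate fluorescence so inhibitors raise well fluorescence; 0% = enzyme with DMSO and 100% = DMSO without enzyme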
HCV NS3 hel inh: blocks Hepatitis C virus NS3 helicase unwinding; NS3 helicase DNA unwinding, Cy5 molecular beacon fluorescence; inhibition, % at 10.9 µM; 0.56% of 290,000 active; AID 1800;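 active = inhibition above the mean of all tested compounds plus 3 SD, set per campaign, cut at about 35% in these data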;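 note: 0% = DMSO wells and 100% = thioflavine S control wells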
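Assay system – hepatitis C virus NS3 helicase domain fragment enzyme · Buffer or medium – MOPS pH 6.5, MgCl2, DTT, Tween20, BSA · Reagent – Cy5/quencher beacon DNA duplex and ATP to start · Compound – single 10.9 µM dose · Timing – 1 h at 25 °C · Technique – Cy5 beacon fluorescence read at start and 1 h · Measure – % inhibition of unwinding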
M18AAP inhibitor: PfM18AAP enzyme inhibition; recombinant PfM18AAP, H-Glu-NHMec fluorogenic cleavage; inhibition, % at 7.35 µM; 1.2% of 290,000 active;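 active = inhibition above the campaign mean inhibition over all tested compounds plus 3 SD, cut at about 28% in these data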;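 note: 0% = plate median of test compound wells and 100% = 2 mM ZnCl2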
MEKK2 mut-MEK5: signal of MEK5 binding to mutant human MEKK2 PB1 domain; bead flow cytometry, Alexa488-MEK5 binding to MEKK2 mutant; percent response, % at 10 µM; 0.35% of 290,000 active; AID 1530; in the data active = percent response above about 24%, passing the limit was not always enough; note: inactives centre near 1; some results filed as inactive read as strong as hits
SUMO HTRF inh: inhibitors of human SUMOylation (UBC9) | P63279 | 0.36% of 290,000 active | HTRF SUMOylation assay, SAE1/SAE2 + UBC9, in vitro | AID 2006 | inhibition, % at 35 µM; in the data active = inhibition above about 50%, passing the limit was not always enough; note: strong numbers were not always called active
Target sequence (P63279 whole entry, looked up): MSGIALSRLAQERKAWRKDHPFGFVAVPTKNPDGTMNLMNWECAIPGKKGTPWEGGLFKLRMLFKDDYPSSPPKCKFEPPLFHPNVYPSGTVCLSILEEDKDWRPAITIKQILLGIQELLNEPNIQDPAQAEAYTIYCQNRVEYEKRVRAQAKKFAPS
MEKK2 WT-MEK5: raises or lowers MEK5 binding to wildtype human MEKK2 PB1 domain; bead flow cytometry, Alexa488-MEK5 binding to MEKK2 WT; actives lie on both sides; binding response (% of control), % at 10 µM; 1.1% of 290,000 active; AID 1531; in the data active = binding response below about 67% or above about 130%
IMP-1 inh: blocks Pseudomonas aeruginosa IMP-1 metallo-beta-lactamase; purified IMP-1, nitrocefin hydrolysis, epi-absorbance fluorescence; 0.45% of 290,000 active; inhibition, % at 5.6 µM; AID 1556;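 active = inhibition above the mean plus 3 SD of all compounds in the same screening run, cut at about 4.5% in these data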;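 note: 0% = IMP-1 with DMSO and 100% = DMSO wells lacking enzyme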
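System – purified recombinant IMP-1 beta-lactamase · Input – IMP-1 dispensed at 0.2 nM · Timing – 15 min preincubation plus 25 min reaction at 25 °C · Signal – Epi-absorbance fluorescence, 480 nm excitation, 530 nm emission · Measure – percent IMP-1 inhibition derived from blank-referenced optical density · Controls – Enzyme-plus-DMSO low control, enzyme-free DMSO high control · Replication – singlicate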
NALP1 inh: blocks the NALP1 inflammasome reconstituted in yeast | S. cerevisiae NALP1/ASC/caspase-1 growth, X-gal OD620, 72 h | inhibition, % at 10 µM | 0.61% of 280,000 active | AID 2071; in the data active = inhibition mostly above about 24%, no sharp cut-off; inactive = mostly below about 32%; note: some compounds called inactive have numbers as strong as hits
Starred values were filed as active, the others as inactive; nt = no result given. Random draw from the library; any-hit rate near 4.7%.

SMILES | DNA FID counter | VIM-2 inhibitor | HCV NS3 hel inh | M18AAP inhibitor | MEKK2 mut-MEK5 | SUMO HTRF inh | MEKK2 WT-MEK5 | IMP-1 inh | NALP1 inh
Cc1cccc(C)c1OCC(=O)NCc1nnc(SCC(=O)NC2CCCCC2)n1C | -36 | -3.4 | 6 | 1 | -8 | 3 | 97 | -2.4 | -5
COc1ccccc1C(CNC(=O)c1ccc(NS(=O)(=O)c2ccc(F)c(C)c2)cc1)N(C)C (centres undefined) | 22 | -3.0 | -83 | -6 | 5 | 12 | 107 | -3.4 | 3
NNC(=O)Cc1csc(-c2ccccc2)n1 | -11 | -2.5 | -8 | 3 | 12 | -3 | 100 | -3.8 | 10
O=C(O)CNC(=O)CC12CC3CC(CC(C3)C1)C2 | -1 | -0.8 | 2 | -9 | 0 | 14 | 95 | -0.9 | 0
Cc1ccc(S(=O)(=O)NCC(=O)N2CCCCC2)cc1 | -3 | -2.5 | -4 | -9 | 9 | 16 | 104 | -2.9 | 2
COc1ccc(CC(=O)Nc2ccc(S(=O)(=O)N3CCCCC3)cc2)cc1OC | -20 | -2.8 | 2 | -5 | 8 | 15 | 99 | -1.6 | 4
Cc1[nH]n(-c2ccccc2)c(=O)c1C(c1cccc([N+](=O)[O-])c1)c1c(C)[nH]n(-c2ccccc2)c1=O | -10 | -2.3 | 5 | 25 | 0 | 92 | 100 | -1.1 | 5
COc1ccccc1NC(=S)N1CCCCCC1 | -5 | -1.5 | -13 | 0 | 5 | 3 | 103 | -4.8 | -2
COC(=O)CN1C(=O)C(C)(C)Oc2ccc(C(=O)Nc3ccccc3F)cc21 | -24 | 0.7 | -11 | -11 | 8 | 11 | 103 | -2.8 | 19
CCCOc1cccc(C2/C(=C(/O)c3ccc(OC)cc3)C(=O)C(=O)N2CCN(C)C)c1 (centres undefined) | -4 | 0.2 | -3 | 11 | 6 | -4 | 106 | -3.9 | 4
Cc1ccc(-c2csc(N3C(=N)SCC3=O)n2)cc1 | 0 | -2.3 | -16 | 1 | -3 | 26 | 96 | -1.1 | nt
O=C(O)/C=C\c1cc2c(cc1[N+](=O)[O-])OCO2 | 4 | -1.2 | 1 | 19 | 5 | 8 | 103 | -2.2 | 9
COC(=O)C1=C(C)NC2=C(C(=O)CC(C)(C)C2)C1c1cnn(C)c1C (centres undefined) | -5 | 1.0 | 7 | -11 | -2 | 13 | 97 | -3.2 | 13
Cc1ccc(C)c(NC(=O)Cn2nc(C)c3ccccc3c2=O)c1 | nt | nt | nt | nt | -5 | -10 | 100 | nt | 7
Cc1nc(SCC(=O)c2ccc(F)cc2)n[nH]1 | 7 | -2.1 | -5 | 4 | 2 | 30 | 104 | -2.2 | 17
COc1ccc(N=C2S/C(=C\c3cccs3)C(=O)N2CC(C)C)cc1 | -2 | -3.1 | 7 | 1 | -7 | -2 | 90 | -4.3 | 17
CC(=O)c1sc2c(c1OC(=O)c1ccc(Cl)cc1Cl)c(=O)n(-c1ccccc1)c(=S)n2-c1ccccc1 | -29 | 1.3 | 7 | 3 | 1 | 9 | 96 | -1.7 | 22
COc1ccc(S(=O)(=O)N(CC(=O)O)c2ccccc2)cc1 | -4 | -1.5 | 4 | -11 | -6 | -3 | 94 | -0.9 | 12
O=C1c2ccccc2C(=O)N1c1cccc2ccccc12 | -5 | -0.9 | 4 | 4 | 3 | -7 | 98 | -2.1 | 13
O=C(CCCc1nc(-c2ccccc2Cl)no1)NC1CCCCC1 | -30 | -3.9 | -3 | -2 | -2 | 2 | 97 | -5.8 | -3
COC(=O)[C@@]1(Cc2ccc(F)cc2)[C@H]2c3cc(C(=O)N4CCCC4)n(CCO)c3C[C@H]2CN1C(=O)c1ccccc1 | -51 | -3.5 | -12 | -4 | -4 | -6 | 93 | -3.4 | -5
COc1ccc(CNC(=O)CN(C(=O)c2csnn2)c2ccc3c(c2)OCCO3)cc1 | -14 | 0.7 | -5 | -8 | 3 | 2 | 104 | -1.0 | 4
O=C(Cn1nnc(-c2cccc(C(F)(F)F)c2)n1)N1CCOCC1 | -2 | 0.8 | -3 | 1 | 9 | -3 | 102 | -2.2 | 1
CCN(C(=O)CSc1ncn[nH]1)C1CCCCC1 | 0 | -2.6 | 8 | 5 | 4 | -6 | 104 | -3.9 | 4
COc1cc(C(=O)Nc2ccc3nc4n(c(=O)c3c2)CCCCC4)cc(OC)c1OC | -37 | -2.2 | -2 | 4 | 1 | 15 | 101 | -1.9 | 26
C(=C\c1ccccc1)/C=N/N1CCN(Cc2ccccc2)CC1 | 2 | -4.1 | 0 | -6 | -2 | 1 | 91 | -4.9 | -14
O=C(COc1ccc(/C=N/NC(=O)CSCc2ccc([N+](=O)[O-])cc2)cc1)NCc1ccco1 | -15 | -2.9 | -7 | 3 | 0 | -2 | 101 | -1.7 | 29
CCCS(=O)(=O)N1CCN(C(=O)c2cccs2)CC1 | 1 | -1.4 | 4 | 0 | 0 | 13 | 99 | -1.2 | 33
O=C(c1ccc(F)cc1)N1CCN(C2CCCCC2)CC1 | 2 | -0.4 | -1 | -12 | 12 | 23 | 111 | -2.8 | 8
COc1ccc(S(=O)(=O)N2CCN(C)CC2)cc1NC(=O)c1ccccc1F | -1 | 4.3 | -4 | -5 | -3 | -2 | 97 | 0.4 | -5
COc1ccc(CNCc2ccc([N+](=O)[O-])cc2)cc1OC | 11 | -2.4 | 3 | 0 | 7 | 14 | 103 | -0.8 | 6
O=C(O)c1ccc2c(=O)n3c(nc2c1)/C(=C/c1cccc(O)c1)CC3 | -1 | -0.8 | 3 | 2 | 6 | 3 | 105 | -2.3 | -1
O=C(NCc1cccnc1)/C(=C\c1ccc(-c2ccc(Cl)c(Cl)c2)o1)S(=O)(=O)c1ccccc1 | -17 | -1.9 | -22 | -3 | -1 | -8 | 96 | -0.9 | 12
O=c1c2ccccc2[nH]c(=S)n1Cc1cccs1 | 3 | 0.8 | 7 | -2 | -1 | 12 | 102 | -5.7 | 6
Cc1ccc(S(=O)(=O)n2nccc2-c2c(-c3ccc(Cl)cc3)noc2C)cc1 | -5 | -3.2 | -8 | 2 | -3 | -12 | 93 | -1.2 | 14
CC(NC(=O)COc1ccc(-c2ccccc2)cc1)C1CCCO1 (centres undefined) | -41 | 0.3 | 15 | 3 | -3 | -7 | 102 | -0.5 | 18
NC(=O)COn1c(SCC(N)=O)nc2ccccc2c1=O | -1 | -1.1 | -8 | -14 | -10 | 25 | 97 | -0.6 | nt
Cc1ccccc1S(=O)(=O)Cc1ccc(C(=O)N2CCN(c3ncccn3)CC2)o1 | -22 | -2.4 | 5 | 4 | 8 | 6 | 105 | -1.7 | -1
C/C(CC(=O)Nc1ccc([N+](=O)[O-])cc1)=N\NC(=O)c1ccccc1O | 5 | -3.4 | 22 | -2 | 5 | 3 | 102 | -1.8 | 2
O=C(O)Cn1cc(/C=N/Nc2ccc([N+](=O)[O-])cn2)c2ccccc21 | -23 | -3.4 | 20 | 53* | 2 | 8 | 107 | -3.0 | 3

A draw from above in order of count of non-hydrogen atoms, falling:
SMILES | DNA FID counter | VIM-2 inhibitor | HCV NS3 hel inh | M18AAP inhibitor | MEKK2 mut-MEK5 | SUMO HTRF inh | MEKK2 WT-MEK5 | IMP-1 inh | NALP1 inh
Cc1ccc(S(=O)(=O)n2nccc2-c2c(-c3ccc(Cl)cc3)noc2C)cc1 | -5 | -3.2 | -8 | 2 | -3 | -12 | 93 | -1.2 | 14
C/C(CC(=O)Nc1ccc([N+](=O)[O-])cc1)=N\NC(=O)c1ccccc1O | 5 | -3.4 | 22 | -2 | 5 | 3 | 102 | -1.8 | 2
CCN(C(=O)CSc1ncn[nH]1)C1CCCCC1 | 0 | -2.6 | 8 | 5 | 4 | -6 | 104 | -3.9 | 4

Further results follow:
SMILES | DNA FID counter | VIM-2 inhibitor | HCV NS3 hel inh | M18AAP inhibitor | MEKK2 mut-MEK5 | SUMO HTRF inh | MEKK2 WT-MEK5 | IMP-1 inh | NALP1 inh
O=C1c2ccccc2-c2nnc(-c3ccc(O)cc3)cc21 | 10 | 3.3 | 8 | 2 | 2 | -17 | 100 | -2.6 | 4
CCc1ccc(-c2cc(C)no2)cc1S(=O)(=O)N1CCN(C(=O)c2ccco2)CC1 | -49 | 1.7 | 14 | 11 | -3 | -17 | 97 | 0.3 | 14
COc1ccc2nc(NC(=O)c3ccco3)sc2c1 | -7 | -4.4 | -6 | 8 | 8 | 18 | 110 | -3.2 | 7
COc1ccc(C(CCNCc2ccc(OC)c(OC)c2)c2ccc(F)cc2)cc1 (centres undefined) | 22 | -0.6 | -71 | -2 | -10 | -14 | 114 | -1.1 | 18
Cc1ccc(-c2nnc(N3CCN(C(=O)CN4CCOCC4)CC3)c3ccccc23)cc1 | -23 | -2.4 | -5 | -5 | 1 | 1 | 102 | -3.7 | 11
Cc1ccc(S(=O)(=O)N2CCN(C(=O)CN3CCOCC3)C2)cc1 | 1 | -0.7 | 2 | -1 | 5 | 0 | 101 | -1.2 | -14
CCOC(=O)C1(Cc2ccccc2C)CCCN(C(=O)c2ccoc2)C1 (centres undefined) | -40 | 3.4 | 29 | -1 | -5 | 1 | 95 | 0.1 | 12
COc1ccc(CN2C(=O)c3ccccc3C2C(=O)NC2CCCC(C)C2C)c(OC)c1 (centres undefined) | -34 | -1.1 | -20 | 1 | -1 | 7 | 96 | -1.9 | -2
COc1ccc(N2C(=O)CSC2c2ccc(F)c(F)c2)cc1 (centres undefined) | -14 | -2.2 | 6 | -7 | -2 | -8 | 100 | -0.5 | 21
O=c1[nH]c(CN2CCN(S(=O)(=O)/C=C/c3ccccc3)CC2)nc2ccccc12 | -20 | 0.2 | -10 | 0 | 0 | 2 | 96 | -1.9 | 8
COc1cccc(N(CC(=O)N2CCN(C)CC2)S(=O)(=O)c2ccccc2)c1 | 4 | -1.1 | 2 | -3 | 5 | 3 | 107 | -3.1 | -2
CCn1c(SCC(=O)N2CCCc3ccccc32)nnc1-c1ccoc1C | -16 | -3.0 | 8 | -1 | 4 | 7 | 108 | -2.0 | 26
O=C(O)CCNS(=O)(=O)c1ccccc1 | 1 | -4.8 | -3 | 0 | 15 | 1 | 101 | -3.2 | 13
Cc1oc2ccc(OS(C)(=O)=O)cc2c1C(=O)OC(C)C | -17 | -3.1 | 0 | 1 | -14 | -4 | 81 | -2.7 | -6
Cc1cc(C(=O)N2CCCC(N3CCN(Cc4ccc5c(c4)OCO5)CC3)C2)n[nH]1 (centres undefined) | -2 | -1.1 | 9 | -8 | -3 | -14 | 100 | -2.0 | 25
COc1cc(/C=C2\C(=N)N3N=C(S(C)(=O)=O)SC3=NC2=O)ccc1OCCOc1ccc(C)cc1 | -3 | -3.0 | 19 | 10 | 9 | 28 | 91 | -1.0 | 19
Cc1ccccc1-c1nnn(CC(=O)Nc2ccc3c(c2)OCO3)n1 | -4 | -7.7 | -1 | -2 | -3 | 4 | 102 | -2.7 | 22
O=C(C1CC1)N1CCc2cc(Br)cc(S(=O)(=O)NCc3ccco3)c21 | -12 | -3.0 | -2 | 1 | 4 | 16 | 110 | -5.3 | 24

Compound activity as filed in PubChem.
